Screening data deposited in PubChem BioAssay by several laboratories.
Runt-SMMHC FRET = inhibitors of human RUNX1 Runt domain binding to CBFb-SMMHC; Q01196+Q13951; Cerulean-Runt/Venus-CBFb-SMMHC FRET ratio 530/480, 1 h; inhibition, % at 20 µM; 220,000 tested, 0.74% active; AID 1434;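 active = mean inhibition across duplicate retests at 20 µM reaching about 50%, limit read from the data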;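 also: 0% = DMSO wells and 100% = wells with excess untagged CBFb-SMMHC; inhibitors lower the FRET ratio by blocking Runt binding to CBFb-SMMHC; some results filed as inactive read as strong as hits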
Target sequence (Q01196 whole entry, looked up, the tested form may be a part): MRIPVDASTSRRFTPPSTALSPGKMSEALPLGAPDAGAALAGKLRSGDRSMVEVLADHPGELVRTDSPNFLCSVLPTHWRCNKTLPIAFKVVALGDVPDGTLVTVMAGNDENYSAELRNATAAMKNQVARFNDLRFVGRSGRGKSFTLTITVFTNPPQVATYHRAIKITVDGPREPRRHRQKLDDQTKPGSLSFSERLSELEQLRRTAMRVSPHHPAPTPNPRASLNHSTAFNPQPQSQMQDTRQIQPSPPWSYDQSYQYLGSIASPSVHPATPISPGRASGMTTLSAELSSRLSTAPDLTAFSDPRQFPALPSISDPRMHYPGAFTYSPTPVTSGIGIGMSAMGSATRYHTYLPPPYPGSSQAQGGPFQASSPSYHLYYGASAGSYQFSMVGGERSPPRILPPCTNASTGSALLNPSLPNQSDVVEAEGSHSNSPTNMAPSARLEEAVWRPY
Target sequence (Q13951 whole entry, looked up, the tested form may be a part): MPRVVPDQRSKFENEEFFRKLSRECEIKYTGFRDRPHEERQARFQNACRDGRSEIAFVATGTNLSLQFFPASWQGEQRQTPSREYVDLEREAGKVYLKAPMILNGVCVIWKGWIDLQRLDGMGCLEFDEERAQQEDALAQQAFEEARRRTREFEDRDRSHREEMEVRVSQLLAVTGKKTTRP
Runt-CBFb FRET = blocks binding of human RUNX1 Runt domain to CBFb; Q01196+Q13951; Cerulean-Runt/Venus-CBFb FRET ratio 530/480, 1 h; inhibition, % at 20 µM; 220,000 tested, 0.46% active;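 active = inhibition over about 50% at 20 µM in the single-dose screen, limit read from the data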;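 also: 0% = DMSO wells and 100% = excess unlabeled CBFb competitor control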
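Buffer or medium: Tris pH 7.5 buffer with BSA. Assay system: Cerulean-labeled Runt domain protein. Amount: each fluorescent fusion protein 100 nM. Read-out basis: loss of energy transfer signal. Incubation: 1 h compound exposure, room temperature. Probe or stimulus: Venus-CBFb binding partner, 100 nM. Detection: FRET, excitation 422 nm, emission at 530 and 480 nm.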
NCF1 inh = blocks human p47phox regulatory protein of NADPH oxidases; P14598; p47phox/p22phox peptide binding, fluorescence polarization, 2 h; inhibition, % at 24.7 µM; 220,000 tested, 0.53% active;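 active = inhibition above about 30%, limit read from the data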;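 also: 0% = p47phox with labelled peptide and 100% = labelled peptide alone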
Furin inh = blocks human furin protease activity; P09958; purified furin, fluorogenic substrate cleavage; inhibition, % at 30 µM; 220,000 tested, 0.061% active; AID 463115; in the data active = inhibition above about 25%; also: inactives centre near -15
Tb hexokinase = blocks Trypanosoma brucei hexokinase 1 activity. inhibition, % at 10 µM. 220,000 tested, 0.11% active. AID 1430. recombinant TbHK1, G6PDH-coupled NADH A340;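 active = inhibition of 50% or more in the single-dose primary screen; inactive = inhibition below 50%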
EBV gp42 inh = blocks Epstein-Barr virus glycoprotein 42 binding. 220,000 tested, 0.42% active. Fluorescence polarization binding assay, mP read-out. inhibition, % (tested at 21.74 µM). Q1HVG2. AID 1085; in the data active = inhibition above about 50%
Target sequence (Q1HVG2 whole entry, looked up): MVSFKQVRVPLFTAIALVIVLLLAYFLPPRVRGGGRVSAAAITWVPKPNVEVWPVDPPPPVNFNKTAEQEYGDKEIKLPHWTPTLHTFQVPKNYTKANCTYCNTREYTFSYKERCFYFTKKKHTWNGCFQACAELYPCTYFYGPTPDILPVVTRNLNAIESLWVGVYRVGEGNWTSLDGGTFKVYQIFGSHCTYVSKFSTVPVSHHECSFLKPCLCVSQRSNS
RBBP9 inh = human RBBP9 hydrolase inhibition; O75884; recombinant RBBP9, FP-Rh probe fluorescence polarization; inhibition, % at 7.94 µM; 220,000 tested, 0.2% active; AID 1515;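 active = inhibition above the campaign mean of all tested compounds plus 3 SD, cut at about 14% in these data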;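 also: plate controls were DMSO wells with RBBP9 for no effect and wells lacking RBBP9 protein for full effect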
Target sequence (O75884 whole entry, looked up): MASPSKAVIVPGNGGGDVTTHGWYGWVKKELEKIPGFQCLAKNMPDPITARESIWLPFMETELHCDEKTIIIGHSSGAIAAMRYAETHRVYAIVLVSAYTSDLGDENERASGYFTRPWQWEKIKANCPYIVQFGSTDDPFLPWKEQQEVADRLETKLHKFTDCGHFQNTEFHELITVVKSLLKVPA
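Controls: DMSO-treated enzyme wells and wells lacking RBBP9 | Material: RBBP9 protein | Technique: Fluorescence polarization | Replication: Single well per compound, no replicates | Buffer or medium: Tris-NaCl-Pluronic buffer, pH 8.0 | Timing: 30 min compound preincubation, 45 min probe labeling, 25 °C | Read-out basis: Percent inhibition from mP, scaled between DMSO and no-protein wells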
p97 ATPase inh = human p97 ATPase inhibition; P55072; recombinant p97 ATPase, Kinase-Glo ATP luminescence, 3 h; inhibition, % at 8 µM; 220,000 tested, 0.42% active; in the data active = inhibition above about 15%;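 also: 0% = DMSO vehicle and 100% = wells lacking enzyme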
Calpain2 inh = blocks pig calpain II enzyme activity. purified calpain II, fluorogenic peptide substrate, 30 min. inhibition, % at 16 µM. 220,000 tested, 0.37% active;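 active = inhibition above about 50%, limit read from the data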
Active calls of the source: *; / = not tested or not shown; [ ] = dose if it differs, or a comment.

SMILES | Runt-SMMHC FRET | Runt-CBFb FRET | NCF1 inh | Furin inh | Tb hexokinase | EBV gp42 inh | RBBP9 inh | p97 ATPase inh | Calpain2 inh
Cc1ccc(NCc2ccc(O)c3ncccc23)cc1 | 6 | 18 | 4 | -19 | 0 | -26 | 6 | 3 | -12
COc1ccc(C/C(N)=N/OC(=O)Cc2ccccc2)cc1 | 2 | -2 | -1 | -17[20 µM] | 4 | -3 | -1 | 1 | -14
COc1ccc(C(=O)/C=C(\C)Nc2ccc3c(c2)OCO3)cc1 | 4 | / | 7 | -16 | -24 | 12 | -4 | 0 | 48
CC(C)NC(=S)NC(=O)/C=C/c1ccc(F)cc1 | 2 | 0 | 1 | -7 | -3 | -4 | -9 | -4 | 26
COC(=O)c1ccc(NC(=O)CN2C(=O)C3C4C=CC(C4)C3C2=O)cc1 (stereo not given) | -5 | 0 | -12 | -17[20 µM] | -5 | -23 | 0 | -5 | 3
Cc1ccc(O)c(N=Cc2cc(Cc3ccccc3)cc([N+](=O)[O-])c2O)c1 | -15 | 15 | -13 | -14 | 3 | 9 | -9 | 0 | -14
Cc1ccc(S(=O)(=O)NCC(=O)N(c2ccccc2)C(C(=O)NCc2ccccc2)c2ccco2)cc1 (stereo not given) | 6 | -1 | 0 | -22 | 9 | -4 | -3 | 4 | -17
COc1ccc(-c2cn3ccsc3n2)cc1 | 3 | -1 | -9 | -8 | -8 | 6 | -8 | -16 | -27
CCN(CC)S(=O)(=O)c1cc(C(=O)Nc2cc(Cl)ccc2N2CCN(C)CC2)ccc1Cl | 2 | -10 | -6 | -13[20 µM] | -15 | 10 | -4 | 0 | -27
CC(C)COc1ccc(-c2nn(-c3ccccc3)cc2C(=O)Nc2nccs2)cc1 | 4 | 0 | -21 | -16[20 µM] | -16 | -2 | -30 | 2 | -83
Cc1cc(Br)ccc1NC(=O)CCN1C(=O)c2ccncc2C1=O | 0 | -1 | -11 | -12[20 µM] | 1 | -5 | -4 | 2 | -19
O=C(O)CCC(=O)N1CCc2cc(S(=O)(=O)N3CCC(Cc4ccccc4)CC3)ccc21 | -14 | -1 | -11 | -21 | -12 | -7 | -11 | -3 | -13
Cc1ccc(S(=O)(=O)c2cc3ccccc3oc2=Nc2ccc3c(c2)OCCO3)cc1 | -8 | 12 | -4 | -7 | 20 | -2 | -8 | 0 | -5
CC(=O)c1ccc(OC(=O)c2cc3ccccc3oc2=O)cc1 | -4 | 0 | 7 | -12 | -18 | 5 | -2 | 0 | -13
CC(C)(C)c1ccc(SCC(N)=O)cc1 | -3 | -1 | -8 | -14[20 µM] | -3 | -10 | -8 | 3 | -36
COC(=O)c1ccc2nccnc2c1 | 1 | 1 | -14 | -19 | -7 | -15 | -4 | 1 | -25
COCCNC(=S)NN=C1CCCCCC1 | 0 | 0 | -13 | -7 | 11 | -4 | -9 | 0 | 4
CCOc1cc(-c2nc(-c3ccc(C)nc3OCC)no2)cc(OCC)c1OCC | 0 | 0 | -33 | -12[20 µM] | -8 | -16 | -5 | 0 | -32
CCCOc1ccc(C(=O)Nc2ccc(S(=O)(=O)Nc3onc(C)c3C)cc2)cc1 | 3 | / | -7 | -6 | 1 | 0 | -11 | 1 | 10
COc1ccc(Nc2nc(CC(C)=O)ns2)cc1 | -1 | -3 | -11 | -12[20 µM] | 2 | -7 | -7 | -4 | -13
CCOC(=O)C(=CNc1ccc(C)cc1C)C(=O)OCC | -2 | -5 | 2 | -3[20 µM] | -17 | -11 | 5 | -1 | 30
O=C(Nc1ccc(OC(F)F)cc1)c1ccccn1 | 1 | -2 | -1 | -34 | 2 | -9 | 3 | 7 | -24
CCOC(=O)C1CCN(S(=O)(=O)c2ccc(-c3nc4ccccc4s3)s2)CC1 | -1 | -4 | -24 | -12 | -14 | -4 | -1 | 3 | -67
COC(=O)CCCC1=CC2=C(c3ccccc3)C(=O)C(C)(OC(=O)C3CCCC3)C(=O)C2=CN1CCc1c[nH]c2ccccc12 (stereo not given) | -15 | 6 | -14 | -22 | -7 | 14 | / | / | 25
COc1ccc(Cn2c(=O)[nH]c3cc(C(=O)NC4CCN(Cc5ccccc5)CC4)ccc32)cc1 | -2 | 1 | 2 | -22 | 2 | -22 | -2 | 7 | 8
The list continues.
SMILES | Runt-SMMHC FRET | Runt-CBFb FRET | NCF1 inh | Furin inh | Tb hexokinase | EBV gp42 inh | RBBP9 inh | p97 ATPase inh | Calpain2 inh
O=C(CC1(O)C(=O)N(CCc2ccccc2)c2ccccc21)c1ccco1 (stereo not given) | -2 | 0 | -4 | -14 | 3 | -12 | -12 | -3 | 8
OC(COc1ccc(CN2CCCCO2)cc1)CN1CCCCC1 (stereo not given) | -4 | -1 | -11 | -11 | 3 | 9 | -5 | 0 | -2
Cc1cc(=O)n2nc(N3CCCC3C(=O)NCCCN3CCCCC3)sc2n1 (stereo not given) | 0 | 0 | -10 | -15 | -1 | -5 | 5 | 6 | -22
COC(=O)C1=C(C)N(C)C(=S)N(C)C1c1cccc(Br)c1 (stereo not given) | -2 | -1 | -3 | -8 | -2 | 9 | 3 | 0 | 18
CC(C)(C)Cc1cc(N)on1 | 6 | 0 | -7 | -15 | -6 | -17 | -5 | 4 | -5
Cc1ccc(C(=O)NCCCc2ccccc2)c(C)c1 | -3 | 2 | -2 | -12 | -5 | -6 | 2 | 1 | 3
O=C1CC(SC(=Nc2ccccc2)Nc2ccccc2)C(=O)N1c1ccc(Cl)c(Cl)c1 (stereo not given) | 0 | 0 | -19 | 7 | 5 | 11 | -8 | -2 | 17
CN1CCN(C(=O)/C(=C/c2cccs2)NC(=O)c2ccco2)CC1 | -4 | 0 | -13 | 1 | -8 | -3 | -8 | 1 | 8
COc1ccc(S(=O)(=O)N2CCCCC2)cc1 | 1 | -3 | -6 | -12[20 µM] | -4 | -3 | 2 | -6 | -21
CN(C[C@@H](CC1CCCCC1)N(C[C@H](Cc1ccccc1)N(CCc1ccccc1)N=O)N=O)N=O | -2 | 1 | -16 | -19 | -4 | -16 | -16 | 1 | 5
Cc1cccc(C(=O)Nc2sc(-c3ccccc3)cc2C(=O)O)c1 | -8 | -1 | -60 | -18 | -19 | 4 | -6 | 3 | 5
CCn1c(NC(=S)Nc2ccccc2)nc2ccccc21 | 2 | 17 | -10 | 0 | -15 | -8 | -6 | 4 | -10
Cc1cc(N2CCN(c3ccc(F)cc3)CC2)n2ncnc2n1 | -3 | 0 | -6 | -23 | -8 | -14 | 3 | 6 | 1
COc1ccc(Cl)cc1C(=O)Nc1ccc(N(C)C(C)=O)cc1 | -2 | 1 | -6 | -21[20 µM] | -12 | 1 | 3 | -1 | -13
COc1ccc(OC(=O)CCCN2C(=O)c3ccccc3C2=O)cc1 | -2 | 0 | -12 | -17[20 µM] | -1 | -4 | -4 | -6 | -25
COc1ccc(CNC(=O)CN(CC2CCCO2)C(=O)CNS(=O)(=O)c2ccccc2)cc1 (stereo not given) | 1 | -2 | 1 | -8 | 16 | 7 | 5 | 4 | 1
c1ccc(-n2cc(CN3CCCC3)c(-c3ccc4c(c3)OCO4)n2)cc1 | -8 | 0 | -14 | -30 | 7 | -16 | -6 | 7 | -28
O=C1C2Sc3[nH]c(=O)sc3C(c3cc([N+](=O)[O-])ccc3O)C2C(=O)N1c1ccccc1 (stereo not given) | -4 | 12 | -8 | -7 | -9 | -12 | 3 | 7 | -10
CSc1nc(Cl)c(Cc2ccc(OC(C)C)cc2)c(N(C)C)n1 | -2 | 0 | -10 | -1 | -6 | -13 | -5 | -4 | 22
O=C(Nc1ccccc1)C1=C(O)CC(c2ccc(Cl)cc2)N2CCN=C12 (stereo not given) | 0 | -1 | 1 | -8 | 34 | -19 | -9 | 4 | 8
COc1ccc(CCNC(=O)CSCc2ccc(F)cc2)cc1OC | 3 | 1 | -5 | -16 | -4 | -14 | 3 | 3 | 1
CCOc1ccc(C(=O)CCC(=O)O)cc1 | -3 | 1 | -8 | -10[20 µM] | -1 | -6 | -11 | 2 | 9
Cc1[nH]n(-c2cccc(Cl)c2)c(=O)c1C=NC12CN3CN(CN(C3)C1)C2 | 3 | -1 | -15 | -14[20 µM] | -15 | -5 | -3 | 2 | -3
COc1ccc(CCNC(=O)CC2COc3ccccc3O2)cc1OC (stereo not given) | -1 | -1 | -12 | 5[20 µM] | -5 | -13 | -5 | 3 | -19
Nc1nc(C(F)(F)F)cc(=O)[nH]1 | -2 | 0 | 2 | -29 | -8 | -16 | -7 | 3 | -10

Taken from the results shown (4 entries):
SMILES | Runt-SMMHC FRET | Runt-CBFb FRET | NCF1 inh | Furin inh | Tb hexokinase | EBV gp42 inh | RBBP9 inh | p97 ATPase inh | Calpain2 inh
COC(=O)C1=C(C)N(C)C(=S)N(C)C1c1cccc(Br)c1 (stereo not given) | -2 | -1 | -3 | -8 | -2 | 9 | 3 | 0 | 18
CC(C)(C)Cc1cc(N)on1 | 6 | 0 | -7 | -15 | -6 | -17 | -5 | 4 | -5
Cc1ccc(C(=O)NCCCc2ccccc2)c(C)c1 | -3 | 2 | -2 | -12 | -5 | -6 | 2 | 1 | 3
O=C1CC(SC(=Nc2ccccc2)Nc2ccccc2)C(=O)N1c1ccc(Cl)c(Cl)c1 (stereo not given) | 0 | 0 | -19 | 7 | 5 | 11 | -8 | -2 | 17

(listing goes on)
SMILES | Runt-SMMHC FRET | Runt-CBFb FRET | NCF1 inh | Furin inh | Tb hexokinase | EBV gp42 inh | RBBP9 inh | p97 ATPase inh | Calpain2 inh
O=C(CCCc1ccccc1)NCc1ccc(F)cc1 | 2 | -1 | -1 | -7 | 30 | -17 | -4 | 3 | -10
O=C(CSc1nnc(Cc2ccccc2)o1)c1cc(F)ccc1F | 0 | -1 | -8 | -32 | -4 | -24 | -6 | 2 | -3
CCn1cc(CN2CCCC(CNS(=O)(=O)Cc3ccccc3)C2)cn1 (stereo not given) | 2 | -3 | 0 | -17 | -1 | -11 | 0 | 1 | 3
COc1ccc(OC)c(NC(=O)CSc2nnc(-c3ccco3)n2-c2ccc(C(=O)O)cc2)c1 | 6 | 8 | 2 | -6 | -1 | 1 | -1 | -3 | -3
Cc1c(C(=O)NNC(=S)Nc2cccc(Cl)c2)nnn1-c1ccccc1 | 0 | 6 | -6 | -16 | 0 | -14 | -7 | 0 | -9
Cc1nn(-c2ccccc2)c2sc(C(=O)N(CC(=O)NC3CCCC3)Cc3ccco3)cc12 | 1 | 1 | -8 | -9 | 40 | 0 | -8 | 1 | -5
O=c1cc2c(nn1Cc1cccc(Cl)c1)-c1ccccc1CC2 | -5 | -2 | -10 | -12[20 µM] | -4 | -3 | -9 | -7 | 28
O=C(NCCCN1CCCC1=O)C1CCCO1 (stereo not given) | -1 | 0 | -2 | -27 | 2 | -3 | 0 | 5 | -17
Cc1cc(C)n2c(SCC(=O)Nc3cc(C)on3)nnc2n1 | 2 | -1 | -10 | -18[20 µM] | 0 | -9 | -3 | -2 | -45
CC(C)N1C(=S)SC(C)(C)C1n1oc(=O)n(-c2cccc(Cl)c2)c1=O (stereo not given) | 1 | -1 | -3 | -20 | 2 | -3 | -8 | 5 | -10
O=S(=O)(Nc1nccs1)c1cnc(Cl)c(Br)c1 | -6 | -13 | -17 | -14 | -1 | -10 | 3 | 4 | 16
COc1ccc2[nH]c3nc(SCc4nnc(-c5ccc(C)cc5)o4)nnc3c2c1 | -7 | -3 | 2 | -25 | 4 | -16 | -7 | 8 | -33
C/C(=N\Nc1nc(C)cc(C)n1)c1ccc(N2CCOCC2)cc1 | 0 | 1 | 1 | -24 | -26 | -9 | -6 | 2 | -6
